# LDHA block: inhibitors of human lactate dehydrogenase A | activity change, % (values are at about 110 or 230 µM) | purified LDHA, NADH/diaphorase-resazurin fluorescence; active compounds read low | AID 1347041 | P00338 | 480,000 compounds, 0.15% hits; in the data active = activity change below about -30%; inconclusive = mostly about -25% to -30%;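 note: plate controls were DMSO wells for no effect and wells without enzyme for full effect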
#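 Resorufin fluorescence (ex540/em590), read at 0 and 20 min after diaphorase/resazurin addition, reports the NADH left after a 5 min room-temperature reaction of 2 nM human LDH5 with 0.06 mM NADH and 0.2 mM pyruvate.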
# D1 agonist: human D1 receptor agonism. P21728. HEK293 T-REx D1 cells, calcium flux, agonist mode. activation, % at 2 µM. 360,000 compounds, 1% hits. AID 504660; in the data active = activation above about 30%; note: 0% is about no effect
# Target sequence (P21728 whole entry, looked up): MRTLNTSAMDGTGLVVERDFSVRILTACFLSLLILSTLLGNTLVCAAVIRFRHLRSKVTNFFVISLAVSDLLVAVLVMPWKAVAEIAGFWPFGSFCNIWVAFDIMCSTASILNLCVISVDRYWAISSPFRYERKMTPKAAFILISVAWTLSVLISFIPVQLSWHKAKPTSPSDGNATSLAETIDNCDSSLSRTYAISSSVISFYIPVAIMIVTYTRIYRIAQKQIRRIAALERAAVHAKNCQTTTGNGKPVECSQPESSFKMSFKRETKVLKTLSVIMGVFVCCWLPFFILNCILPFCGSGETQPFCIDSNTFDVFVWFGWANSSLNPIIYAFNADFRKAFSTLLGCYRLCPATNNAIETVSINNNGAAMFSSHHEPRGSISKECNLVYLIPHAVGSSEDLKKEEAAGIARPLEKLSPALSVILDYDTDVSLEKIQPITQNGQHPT
#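 Agonism was scored from calcium flux recorded over 180 s (1 read/s) after pintool compound addition, following a 10-cycle baseline. Cells were inducible force-coupled HEK293 TREx D1, plated overnight at 30 C and loaded with no-wash calcium dye.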
# D1 antagonist: human D1 dopamine receptor antagonism | activity change, negative = inhibition, % at 10 µM | 360,000 compounds, 3.2% hits | HEK293 TREx D1 cells, calcium flux, dopamine EC80; active compounds read low | AID 504652; in the data active = activity change below about -30%; note: % is set by controls: 0 for no effect and ±100 for the full control effect
#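 Inducible Hek293 Trex D1 cells (tetracycline, overnight, 30 C). Calcium dye 30–90 min RT. Antagonist mode: EC80 dopamine added after 180 s compound read.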
# RXFP1 agonist: agonists of human relaxin receptor RXFP1; HEK293T-RXFP1 cAMP TR-FRET, 30 min; response scale: percent of porcine relaxin response, buffer zero; 370,000 compounds, 0.3% hits; Q9HBX9; Potency, µM (top dose mostly 57.5 µM), for inactives: at the highest dose activation, actives largely listed as activators; note: potency is the fitted concentration of half-maximal effect; % is set by controls: 0 for no effect and ±100 for the full control effect; nearly all actives have a fitted effect of over 60% in size; many of its hits are not listed in these tables
#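 cAMP rise read by TR-FRET after 30 min, 37C compound exposure (up to 58 uM) in RXFP1-transfected HEK293 cells with Ro 20174 present. EC50 from Hill-equation fits, with 29 nM porcine relaxin as 100% and buffer as basal.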
# D1 potentiator: human D1 dopamine receptor positive modulation | P21728 | HEK293 TREx D1 cells, calcium flux, dopamine EC20 potentiation | potentiation, % at 10 µM | 360,000 compounds, 0.036% hits; in the data active = potentiation above about 30%; note: 0% is about no effect
# D2 potentiator: positive allosteric modulators of human D2 dopamine receptor | HEK293 T-REx D2, calcium flux, EC20 dopamine potentiation | P14416 | AID 485347 | 340,000 compounds, 0.34% hits | potentiation, % at 10 µM;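 active = potentiation over 3 SD above the plate norm, cut at about 30% in these data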; note: 0% is about no effect
# Target sequence (P14416 whole entry, looked up): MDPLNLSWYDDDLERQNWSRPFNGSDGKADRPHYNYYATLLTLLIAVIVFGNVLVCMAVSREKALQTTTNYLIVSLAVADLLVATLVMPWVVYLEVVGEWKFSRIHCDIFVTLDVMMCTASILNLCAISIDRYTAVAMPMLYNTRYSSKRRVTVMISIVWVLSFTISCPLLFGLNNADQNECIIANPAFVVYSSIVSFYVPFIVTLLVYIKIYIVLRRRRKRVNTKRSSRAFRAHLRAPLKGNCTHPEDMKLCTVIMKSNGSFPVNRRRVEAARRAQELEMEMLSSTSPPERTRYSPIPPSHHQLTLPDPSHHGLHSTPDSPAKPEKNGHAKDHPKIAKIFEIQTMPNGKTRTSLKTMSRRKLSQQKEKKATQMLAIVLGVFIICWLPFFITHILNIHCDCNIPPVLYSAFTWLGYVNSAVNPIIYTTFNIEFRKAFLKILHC
#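 Calcium flux readout, no-wash dye, 1 read/s. Inducible HEK293 Trex D2 line, overnight 30 C. Compound alone 180 s (agonist flags), then EC20 dopamine, another 180 s to score potentiation.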
# Glioma ERSR ind: inducers of ER stress response in human glioma cells. 420,000 compounds, 0.02% hits. AID 602332. Potency, µM, for inactives: top-dose activation, hits mostly activators. U87-MG GRP78 promoter luciferase reporter, 16 h; note: potency is the fitted concentration of half-maximal effect; series mostly up to about 76 µM; % of control where 0% means no effect; nearly all actives have a fitted effect of over 35% in size
#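 Stably transfected U87-MG glioma cells carrying a GRP78-based luciferase sensor; 16 h compound incubation. Luminescence end-point read 10 min after Bright-Glo addition at room temperature.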
# Vif-A3G inh: Vif-A3G binding inhibition | HeLa A3G-eYFP + Vif (tagged APOBEC3G with the HIV-1 protein that degrades it), YFP fluorescence, overnight | Potency, µM (doses to about 46.1 µM), for the others: at the top dose activity, negative = active, most hits filed as inhibitors | 410,000 compounds, 0.076% hits | AID 602310;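 note: potency is the fitted concentration of half-maximal effect; % is set by controls: 0 for no effect and ±100 for the full control effect; nearly all actives have a fitted effect of over 60% in size; hits raise eYFP signal because A3G escapes Vif-driven loss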
#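 HeLa cells stably expressing Vif and C-terminally eYFP-tagged A3G, seeded overnight at 37 deg C, then exposed to compound by pintool overnight at 37 deg C. Rise in yellow fluorescence (Ex 488/Em 500-530, Acumen) marks blocked Vif-driven A3G degradation.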
# Vif-APOBEC3F blk: inhibitors of Vif-A3F interaction | 390,000 compounds, 0.2% hits | AID 602313 | HeLa A3F-eYFP + Vif (tagged APOBEC3F with the HIV-1 protein that degrades it), YFP fluorescence increase | Potency, µM (highest dose often 46.1 µM), without a hit: at the top dose activity, negative = active; note: potency is the fitted concentration of half-maximal effect; % of control where 0% means no effect; nearly all actives have a fitted effect of over 65% in size
#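 Fluorescence increase (Ex 488/Em 500-530) after overnight compound treatment at 37 deg C flags inhibition of Vif-driven A3F-eYFP loss in stable HeLa A3F-eYFP/Vif cells seeded overnight beforehand.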
# An asterisk follows results filed as active; ? = inconclusive; . = not tested or not shown; & = joins results of further samples. Unless noted, calls come from the whole dose curve; as a rule, active = well fitted curve in the direction sought with a large enough effect; inconclusive = small, poorly fitted or top-dose-only effect, or another doubt; inactive = no such curve, though single readings can be large; an effect the other way counts as inactive or inconclusive.
SMILES,LDHA block,D1 agonist,D1 antagonist,RXFP1 agonist,D1 potentiator,D2 potentiator,Glioma ERSR ind,Vif-A3G inh,Vif-APOBEC3F blk
CCCCS(=O)(=O)c1nc(-c2ccc(Br)cc2)cc(-c2ccccc2)c1C#N,-5,15,-14,19%,-2,2,-6%,-29%,0%
O=C(O)CCc1nn2c3ccccc3nc2n(Cc2ccccc2)c1=O,-5,4,6,-0.3%,4,1,0%,-3%,4%
COc1cn(CC(=O)Nc2ccc(F)cc2)c(CN2CCCCC2)cc1=O,0,1,7,0.9%,-2,15,-1%,3%,3%
CC[C@H](C)[C@@H]1NC(=O)c2cc([N+](=O)[O-])cc(I)c2SC[C@@H](C(N)=O)NC(=O)[C@H](CCCCN)NC1=O,2,-2,40,2.2%,-4,-1,-6%,6%,-3%
CCOc1cc(Cl)c(S(=O)(=O)NCCCn2ccnc2)cc1Cl,-2,5,6,-0.6%,1,14,-2%,3%,-8%
Cc1cc(=O)oc(C)c1C(=O)Nc1cccnc1Cl,-1,2,6,19%,3,5,-2%,2%,-9%
CCOc1ccc(NC(=O)c2ccncc2)cc1,-6,0,-1,-0.1%,0,0,1%,1%,0%
COC(=O)C1=C(C(=O)OC)[C@@H]2N(C)c3ccccc3[C@@]23C[C@@H](C(=O)OC)N(C(=O)c2ccc(Br)cc2)C3=N1,-1,-1,5,0.5%,3,13,-1%,-12%,5%
COc1ncnc2c1ncn2CCCNCCCN1CCCC1=O,-2,.,.,.,.,.,4%,0%,-1%
Nc1nc(N)nc(COc2ccccc2)n1,-15,2,-5,4.1%,-5,-2,-4%,1%,5%
COc1ccc(CCNC(=O)Cc2ccc(OC)c(OC)c2)cc1OC,-14,-3,11,0.3%,7,-3,-1%,3%,1%
Cc1ccc2c(c1)[C@H]1[C@H](CO2)[C@H](c2ccccc2)[C@]2(C)C(=O)Nc3cc(F)ccc3C(=O)N12,0,.,.,.,.,.,-2%,-27%,1%
Cc1nc2sccn2c(=O)c1S(=O)(=O)NC(C)c1ccccc1 (stereo not given),-3,2,-18,-1.4%,-2,-5,-2%,3%,1%
COc1ccc(N2CCN(CCCNC(=O)C3COc4ccccc4C3)CC2)cc1 (stereo not given),8,13,-19,-0.5%,-1,-11,-1%,1%,-6%
CC(=O)c1cccc(NC(=O)N2CCOCC2)c1,-3,1,31,6.8%,1,-1,3%,5%,-2%
O=C(CSc1ncnc2sc3c(c12)CCC3)Nc1ccccc1C(=O)O,-2,0,6,24%,-6,21,2%,-2%,-5%
Cc1ccc(C)c(NC(=O)/C(C#N)=C/c2cn(CC(=O)NCc3ccco3)c3ccccc23)c1,-6,6,-20,2.0%,3,-3,1%,-20%,-23%
CC1=C(C(N)=O)C(c2cccs2)n2nc(-c3cccc(Cl)c3)nc2N1 (stereo not given),0&-1,3,-10,-0.6%,-4,0,-7%,-1%,-6%
Cc1c(C)c2ccc(OCC(=O)NCCc3c[nH]c4ccccc34)c(C)c2oc1=O,2,0,-24,1.6%,-8,-4,-6%,3%,-6%
C=CCN1c2ccccc2[C@]23C[C@@H](C(=O)OC)N(C(=O)OCC)C2=NC(C(=O)OC)=C(C(=O)OC)[C@H]13,-6,.,.,.,.,.,-2%,-4%,-11%
COc1ccc(-c2onc(C)c2C)cc1S(=O)(=O)NCC1CCN(Cc2cc(C)ccc2C)CC1,3,12,-15,-1.2%,-5,2,-3%,-2%,-10%
CCOc1ccc(N2C(=O)/C(=C\c3ccc(OC)c(O)c3)S(=O)(=O)C2c2cccc([N+](=O)[O-])c2)cc1 (stereo not given),-5,2,-73*,0.9%,-15,1,-5%,2%,2%
NC(=O)Cn1nc([N+](=O)[O-])nc1Oc1ccccc1F,3,8,26,1.1%,0,3,-4%,1%,3%
CC1(C)CC(=O)C=C(Nc2ccc(Br)cc2F)C1,-1,1,7,-0.6%,-7,5,2%,-3%,2%
Oc1ccc(C[C@H]2CNC(=S)N2CC2CCCN2C[C@H](Cc2ccc(O)cc2)N2C[C@H](Cc3ccc(O)cc3)N(CC3CCCCCC3)C2=S)cc1 (stereo not given in full),-17,.,.,.,.,.,-2%,1%,2%

# Part of the list above in order of number of heavy atoms, low to high:
SMILES,LDHA block,D1 agonist,D1 antagonist,RXFP1 agonist,D1 potentiator,D2 potentiator,Glioma ERSR ind,Vif-A3G inh,Vif-APOBEC3F blk
Cc1ccc(C)c(NC(=O)/C(C#N)=C/c2cn(CC(=O)NCc3ccco3)c3ccccc23)c1,-6,6,-20,2.0%,3,-3,1%,-20%,-23%
CC[C@H](C)[C@@H]1NC(=O)c2cc([N+](=O)[O-])cc(I)c2SC[C@@H](C(N)=O)NC(=O)[C@H](CCCCN)NC1=O,2,-2,40,2.2%,-4,-1,-6%,6%,-3%
COC(=O)C1=C(C(=O)OC)[C@@H]2N(C)c3ccccc3[C@@]23C[C@@H](C(=O)OC)N(C(=O)c2ccc(Br)cc2)C3=N1,-1,-1,5,0.5%,3,13,-1%,-12%,5%

# The results go on:
SMILES,LDHA block,D1 agonist,D1 antagonist,RXFP1 agonist,D1 potentiator,D2 potentiator,Glioma ERSR ind,Vif-A3G inh,Vif-APOBEC3F blk
Cc1cc(S(=O)(=O)N2CCCC2)ccc1OCC(=O)Nc1ccc(C(N)=O)cc1,-2,2,31,-0.4%,8,10,-4%,-5%,-14%
CNC(=O)N(O)C1N(/N=C/c2cc(Br)ccc2O)C(=S)SC1(C)C (stereo not given),-13,8,-27,-1.1%,4,-19,7%,1%,4%
CCCCc1nnc(NC(=O)C2CC(=O)N(c3ccc(C)cc3)C2)s1 (stereo not given),-3,1,6,3.4%,-6,10,-3%,-7%,-7%
Cc1cc(NC(=O)CSCc2ccccc2C)no1,-2,2,-16,2.4%,-6,-2,-2%,-10%,-2%
O=C(c1ccc(CNc2c(N3CCCC3)c(=O)c2=O)cc1)N1CC=C(c2ccccc2)CC1,-20,2,-15,0.6%,3,-4,-2%,-7%,7%
CCOc1ccc(NC(=O)c2cc(S(=O)(=O)N3CCCC3)c[nH]2)cc1,-10,7,-12,-1.8%,-5,2,-1%,10%,12%
CC(=O)N1CCN(S(=O)(=O)c2cccc(C(=O)OCc3ccc(C(C)(C)C)cc3)c2)CC1,0,20,-3,2.2%,-3,1,-2%,4%,-4%
Fc1ccccc1OCc1nc(-c2ccc(-n3cccc3)cc2)no1,-6,4,-9,11%,-4,-3,.,.,.
COc1ccc(F)cc1C(=O)C1CCCN(C(=O)CCc2ccccn2)C1 (stereo not given),-6,1,-10,-0.4%,5,-1,-8%,4%,-1%
CCOC(=O)c1c(NC(=O)COC(=O)CCOc2ccc(OCC)cc2)sc(C(=O)N(C)C)c1C,-6,4,-10,-1.0%,-6,-13,-3%,-2%,3%
O=C(CSc1nnc2ccccn12)NCCc1ccc(Cl)cc1,-7,2,-21,17%,-1,27,-6%,1%,0%
Nc1cc(=O)[nH]c(=O)n1Cc1ccco1,-17,5,3,0.1%,-1,5,-4%,2%,2%
CCOC(=O)/C(C#N)=C\c1ccc(OC)c(OC)c1,-4,0,6,0.9%,5,-1,0%,1%,3%
O=C(C[n+]1ccc(C(=O)N/N=C/c2ccc(Cl)cc2Cl)cc1)c1ccccc1,1,0,-19,0.8%,-4,.,-1%,-12%,-2%
CC(Sc1nc2c(c(=O)[nH]1)CCCC2)C(=O)Nc1ccc(S(N)(=O)=O)cc1 (stereo not given),-20,1,-2,0.4%,-3,0,-4%,-1%,10%
COc1cc(C(=O)NC2(C(F)(F)F)NC(=O)N(CCCc3ccccc3)C2=O)cc(OC)c1OC (stereo not given),-2,2,1,-0.5%,1,3,-3%,0%,0%
COc1ccc(C(=O)c2oc3nc(C)cc(C)c3c2N)cc1,3,2,-16,1.0%,-2,-7,1%,-7%,-6%
CC(C)(C)NC(=S)NCc1ccncc1,-5,2,5,-0.6%,-4,9,-4%,2%,16%
CCN1C2=C(C(=O)CCC2)C(c2ccc(O)c(Br)c2)C2=C1CCCC2=O,8,1,-17,2.1%,-9,12,-2%,-3%,0%
Cc1cc2c(n1-c1ccc(Br)cc1)CC(C)(C)CC2=O,-2,2,8,0.6%,-2,13,2%,-1%,-1%
CCOc1ccc(NC2=NCC(=O)N2Cc2cccs2)cc1,-2,6,-5,-0.1%,-5,-4,4%,-2%,1%
COc1ccccc1NC(=O)C1=C(C)Nc2nc(-c3cccs3)nn2C1c1cccnc1 (stereo not given),-1,0,-5,0.8%,-7,-4,-2%,-1%,7%
Cc1noc(C)c1S(=O)(=O)N(CCc1ccccc1)Cc1ccccc1,-4,2,3,1.0%,-2,-2,0%,0%,1%
O=C1C2CC=CCC2C(=O)N1Cc1nnc(-c2ccccc2Br)o1 (stereo not given),-16,5,3,4.1%,-1,-2,-2%,2%,3%
Cc1c(C)[n+](=O)c(-c2ccc(Br)cc2)c(C)n1[O-],-1&-5,1,5,-4.8%,-2,4,-1%,1%,8%
SMILES,LDHA block,D1 agonist,D1 antagonist,RXFP1 agonist,D1 potentiator,D2 potentiator,Glioma ERSR ind,Vif-A3G inh,Vif-APOBEC3F blk
CC(=O)c1cccc(OCc2cc(C(=O)N(C)CCc3ccccn3)no2)c1,-8,6,-21,2.6%,1,4,-1%,3%,2%
O=C1CSC(c2ccccn2)N1c1ccc(F)cc1F (stereo not given),-5,1,-5,0.5%,-9,.,-5%,1%,6%
C/C(=N/NC(=O)CSc1nc2ccccc2n1C)c1ccncc1,?,4,4,-1.8%,-2,7,-4%,2%,-2%
Cc1ccc2ncc(C(=O)N3CCN(c4ccccc4F)CC3)c(=O)n2c1,-6,0,23,18%,-1,10,-4%,0%,-13%
CC(=O)Nc1cccc(C(=O)/C=C/c2ccc(Br)cc2)c1,-3,5,2,3.1%,0,8,-10%,-29%,-1%
COCC(=O)NNS(=O)(=O)c1ccccc1[N+](=O)[O-],-1,0,7,4.0%,-6,-3,-2%,-5%,-5%
COc1ccc(C(CNC(=O)c2c(C)nn(Cc3ccc(C)cc3)c2Cl)N2CCOCC2)cc1 (stereo not given),4,3,-1,0.2%,.,-1,-4%,-1%,-19%
Cc1ccc(Nc2nnc(SCC(=O)NCC3CCCO3)s2)cc1C (stereo not given),-5,.,.,.,.,.,1%,5%,-9%

# Screening results deposited in PubChem BioAssay by National Center for Advancing Translational Sciences (NCATS).

# Only part of the results is shown, so the mix of outcomes need not match the whole.
